CCR6 antagonist: CCR6 (human) receptor antagonism. 340,000 compounds, 0.49% hits. inhibition, % at 20 µM. CHO-K1 CCR6 PathHunter beta-arrestin, luminescence, CCL20-stimulated. AID 493098. P51684;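 active = compounds whose inhibition of the agonist-driven luminescence signal at 20 µM reaches about 50%, limit read from the data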;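 note: cells stimulated with CCL20 at 14 nM final; plate controls were DMSO with CCL20 for no effect and DMSO without agonist for full effect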
EBI2 antag: blocks human EBI2 receptor beta-arrestin signaling | inhibition, % at 5 µM | 360,000 compounds, 0.81% hits | EBI2 beta-arrestin recruitment, luminescence, 7a,25-OHC stimulated | P32249; in the data active = inhibition above about 38%;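 note: enzyme fragment complementation signal reports receptor beta-arrestin coupling in cells; 0% = agonist plus DMSO wells and 100% = wells without agonist; some results beyond the cut were filed as inactive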
Target sequence (P32249 whole entry, looked up, the tested form may be a part): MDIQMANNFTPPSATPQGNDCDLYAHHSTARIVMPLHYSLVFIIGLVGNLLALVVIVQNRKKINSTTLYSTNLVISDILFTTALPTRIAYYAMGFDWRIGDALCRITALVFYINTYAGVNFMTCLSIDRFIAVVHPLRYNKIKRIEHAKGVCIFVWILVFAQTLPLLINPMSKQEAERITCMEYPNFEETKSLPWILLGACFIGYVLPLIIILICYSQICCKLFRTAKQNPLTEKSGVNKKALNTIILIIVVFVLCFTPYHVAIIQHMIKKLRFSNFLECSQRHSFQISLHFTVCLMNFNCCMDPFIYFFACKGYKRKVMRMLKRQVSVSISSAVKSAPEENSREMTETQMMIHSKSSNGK
CXCR6 inh: inhibitors of human CXCR6 receptor; O00574; CHO-K1 PathHunter CXCR6 beta-arrestin, luminescence; inhibition, % at 20 µM; 360,000 compounds, 0.36% hits; AID 602244; in the data active = inhibition above about 34%, passing the limit was not always enough;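 note: antagonist mode with CXCL16 agonist at 10 nM final; 0% = 10 nM CXCL16 with DMSO and 100% = unstimulated wells without agonist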
ATG4B inh: blocks human ATG4B protease cleavage of LC3 substrate. Q9Y4P1. ATG4B cleavage of LC3-PLA2, NBD-HPC fluorescence, 1 h. inhibition, % at 8.33 µM. 340,000 compounds, 0.51% hits. AID 504462; in the data active = inhibition above about 40%
Target sequence (Q9Y4P1 whole entry, looked up): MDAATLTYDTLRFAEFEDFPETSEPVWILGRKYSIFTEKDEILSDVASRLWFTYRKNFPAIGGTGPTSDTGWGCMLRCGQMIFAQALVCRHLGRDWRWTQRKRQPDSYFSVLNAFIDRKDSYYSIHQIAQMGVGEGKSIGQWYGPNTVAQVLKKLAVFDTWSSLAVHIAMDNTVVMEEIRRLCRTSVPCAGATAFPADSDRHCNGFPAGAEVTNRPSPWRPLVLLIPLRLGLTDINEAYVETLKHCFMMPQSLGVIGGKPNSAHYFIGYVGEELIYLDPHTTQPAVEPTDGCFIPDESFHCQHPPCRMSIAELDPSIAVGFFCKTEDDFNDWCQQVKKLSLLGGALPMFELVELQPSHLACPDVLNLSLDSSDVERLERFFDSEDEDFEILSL
UBC13 inh: blocks human UBC13 polyubiquitin chain formation; inhibition, % at 20 µM; P61088; AID 485273; 330,000 compounds, 0.47% hits; TR-FRET; in the data active = inhibition above about 45%, passing the limit was not always enough
Target sequence (P61088 whole entry, looked up): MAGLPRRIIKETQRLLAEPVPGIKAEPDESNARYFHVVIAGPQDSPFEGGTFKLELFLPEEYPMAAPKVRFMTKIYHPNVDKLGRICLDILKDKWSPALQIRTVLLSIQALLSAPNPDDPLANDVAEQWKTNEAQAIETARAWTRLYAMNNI
APJ agonist: APJ receptor agonism; P35414; CHO-K1 APJ PathHunter beta-arrestin, luminescence; 0% DMSO wells, 100% apelin; activation, % at 20 µM; 330,000 compounds, 0.11% hits;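 active = activation more than six SD over the plate average, tested at 20 µM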;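 note: 0% = DMSO alone and 100% = apelin-13 at 10 nM; some results filed as inactive read as strong as hits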
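Incubation: overnight seeding, 90 min compound at 25 °C, 1 h detection; test system: PathHunter CHO-K1 APJ (AGTRL-1) beta-arrestin reporter cells; amount: 1000 cells/well; doses: one dose, 20 µM compound, 1% DMSO; measured by: beta-gal luminescence; measure: agonist-driven arrestin binding to APJ; benchmarks: negative DMSO alone, positive Apelin-13 at 10 nM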
Gli-Sufu block: antagonists of Gli-Sufu signaling; Sufu-KO-LIGHT fibroblasts, Gli luciferase reporter luminescence; inhibition, % at 5 µM; 340,000 compounds, 0.74% hits; AID 588413;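 active = inhibition above about 55%, limit read from the data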;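 note: 0% = DMSO-treated cells and 100% = wells with medium but no cells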
APJ antag: APJ receptor antagonism | 330,000 compounds, 0.32% hits | inhibition, % at 20 µM | CHO-K1 APJ beta-arrestin complementation, luminescence | P35414;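 active = inhibition above about 40% at 20 µM, limit read from the data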;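 note: cells challenged with 10 nM apelin-13 agonist together with compound; plate controls were apelin-13 plus DMSO wells for no effect and DMSO wells lacking apelin-13 for full effect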
Starred values were filed as active, the others as inactive; & = joins results of further samples. Rows are unselected; 3% or so of the library scored in one or more.

Molecule	CCR6 antagonist	EBI2 antag	CXCR6 inh	ATG4B inh	UBC13 inh	APJ agonist	Gli-Sufu block	APJ antag
CCOC(=O)c1sc(NC(=O)CSc2nnc(Cc3ccccc3)o2)c(C#N)c1C	9	6	5	10	-6	-3	4	21
CCOC(=O)c1c(NC(=O)COC(=O)c2nccnc2N)sc(C(=O)N(C)C)c1C	17	-7	-7	-3	8	5	2	-26
Cc1ccc(N(Cc2ccc(C(=O)Nc3ccccc3C(=O)NCc3ccco3)cc2)S(C)(=O)=O)cc1C	5	11	-1	-9	-2	2	4	8
CCN(CC)C1CC(=O)N(c2cccc(Cl)c2)C1=O (stereo unspecified)	11	-16	9	6	-5	-1	-2	7
CCn1c(SCC(=O)N(C)C2CCCCC2)nc2cc(S(N)(=O)=O)ccc21	-1	-2	5	-6	-6	-4	-4	10
CC1(C)Cc2nc3oc4c(=O)n(CC(=O)Nc5ccccc5)cnc4c3cc2CO1	-2	3	0	-5	1	-3	-8	12
CCn1c(SCC(=O)Nc2ccc(NC(=O)c3cccs3)cc2)nnc1-c1cccnc1	-8	2	2	-5	-6	-2	-6	-15
CCCN1C(=O)c2ccccc2NC1c1ccc(OC)cc1OC (stereo unspecified)	-2	-5	-4	-3	12	-1	-1	0
COc1cccc(-c2noc(CCCC(=O)NC3CCCC3)n2)c1	10	-7	0	-4	3	2	6	4
CCOC(=O)C(C)NC(=O)Cn1ncc2c(=O)oc3ccc(C)cc3c21 (stereo unspecified)	9	-11	2	-3	20	-3	-2	12

Additional records follow:
Molecule	CCR6 antagonist	EBI2 antag	CXCR6 inh	ATG4B inh	UBC13 inh	APJ agonist	Gli-Sufu block	APJ antag
O=C(CCC(=O)N1CCN(S(=O)(=O)c2ccccc2)CC1)c1cccs1	1	7	-6	-3	-15	4	3	2
CCN(C(=O)CSc1nc2cc(C(F)(F)F)ccc2n1Cc1ccccc1)C1CCS(=O)(=O)C1 (stereo unspecified)	8	13	0	-8	21	-3	8	20
COc1ccc2nc(Nc3sc4c(c3C(N)=O)CCCC4)sc2c1	6	9	3	1	11	3	-27	-58
Cn1c(=O)c2c(nc(SCc3cccnc3)n2Cc2ccc(F)cc2)n(C)c1=O	6	4	-3	-4	5	0	15	11
Cc1ccc(C)c(S(=O)(=O)Nc2ccc(C(=O)NCC(c3ccco3)N(C)C)cc2)c1 (stereo unspecified)	9	-14	0	-3	-4	-2	9	6
O=C(CSc1n[nH]c(-c2ccccc2)n1)c1ccc(O)c(O)c1	5	0	6	-1	-4	-2	0	-1
N=C1/C(=C\c2ccc(OC(=O)c3ccc(F)cc3)cc2)C(=O)N=C2SC(N3CCCC3)=NN12	44	0	27	3	-37	-6	-5	24
C=CCN(C(=O)c1ccccn1)C(C(=O)NCc1ccccc1)c1ccccc1F (stereo unspecified)	6	-5	6	-2	2	-2	-4	-5
COc1cc(/C=C/C(=O)OCC(=O)Nc2cc(S(=O)(=O)N3CCCC3)ccc2Cl)cc(OC)c1OC	14	13	2	-4	-18	-1	-3	5
CN(Cc1ccco1)S(=O)(=O)c1nnc(NC(=O)c2ccc(F)cc2)s1	5	-7	0	-2	-4	-1	-15	-7

Next results
Molecule	CCR6 antagonist	EBI2 antag	CXCR6 inh	ATG4B inh	UBC13 inh	APJ agonist	Gli-Sufu block	APJ antag
COc1ccc(F)cc1CSc1nnnn1-c1ccc(O)cc1	0	2	0	-13	-5	1	-16	-2
CCOC(=O)c1cnc2c(F)ccc(F)c2c1Sc1ccccc1	18	-40	18	-2	-5	-3	1	1
CCCn1c(N)c(N(CCOC)C(=O)CSc2c(Cl)cccc2Cl)c(=O)[nH]c1=O	12	-1	4	-12	3	-3	-18	3
COCCCN(CCNC(=O)c1ccc(NC2=NC3CS(=O)(=O)CC3S2)cc1)Cc1ccco1 (stereo unspecified)	-3	0	-7	-4	4	-2	-7	5
CN(C)CCCN(C(=O)c1cccs1)c1nc(-c2ccccc2)cs1	22	0	11	2	11	-4	14	16
S=C(NCC1CCCO1)N1CCN(Cc2ccccc2)CC1 (stereo unspecified)	-9	-6	-1	-7	0	0	-3	-11
CCc1cc2c(=O)n(CC(C)C)cnc2s1	11	-3	-4	0	0	3	-44	23
Cc1ccc(C(=O)Nc2cccc(C(F)(F)F)c2)cc1Nc1cncnc1	3	1&-1	-16&-14	-8	8	7	0	-14
Cc1ccccc1NC(=O)COc1coc(CN2CCCc3ccccc32)cc1=O	8	-2	6	7	1	4	5	10
Cc1cccc(OCC(=O)N2CCN(c3nnc(-c4ccccc4)c4ccccc34)CC2)c1	10	55*	14	-2	6	-2	24	4

The listing continues:
Molecule	CCR6 antagonist	EBI2 antag	CXCR6 inh	ATG4B inh	UBC13 inh	APJ agonist	Gli-Sufu block	APJ antag
CC(C)C[C@@H](CN1C(=O)C(=O)NC[C@@H]1CC(C)C)NC(=O)Cc1ccccc1	13	0	-5	-8	8	0	-2	21
COc1ccc(CC(=O)NC(=S)NNC(=O)COc2c(C)cccc2C)cc1	22	10	19	3	43	-4	-7	20
Cc1ncsc1C(=O)N1N=C2/C(=C/c3ccccc3)CCCC2C1c1ccccc1 (stereo unspecified)	19	13	8	-6	9	-5	-8	0
CCN(CC)c1c([N+](=O)[O-])c(=O)n(C)c2ccccc12	16	0	-6	4	3	-1	-1	8
CCOC(=O)CCCNC(=O)COC(=O)c1cc(Br)c(Br)s1	9	-6	2	-8	1	-1	-7	3
N#Cc1c2c(c(NCCN3CCOCC3)n3c1nc1ccccc13)CCCC2	9	11	-3	-12	-5	-3	11	-7
O=C(Nc1ccc(C(F)(F)F)cc1)c1ccccc1-n1cnnn1	17	3	-4	3	0	-3	5	-4
CCC(C)(C)c1ccc(OC(=O)c2cccnc2Cl)cc1	15	-22	7	36	7	0	11	-5
Cc1csc(SCC(=O)Nc2ccccc2)n1	3	4	-5	-8	-1	-3	-12	6
COc1cc(C)nc(N2CCCC(C(=O)Nc3cccc(Cl)c3C)C2)n1 (stereo unspecified)	-9	15	-1	-1	-13	0	-2	8

Given with two lines to a compound: entries from further up
Values in the order: CCR6 antagonist | EBI2 antag | CXCR6 inh | ATG4B inh | UBC13 inh | APJ agonist | Gli-Sufu block | APJ antag
- O=C(Nc1ccc(C(F)(F)F)cc1)c1ccccc1-n1cnnn1
  17 | 3 | -4 | 3 | 0 | -3 | 5 | -4
- CCC(C)(C)c1ccc(OC(=O)c2cccnc2Cl)cc1
  15 | -22 | 7 | 36 | 7 | 0 | 11 | -5

(next part)
Molecule	CCR6 antagonist	EBI2 antag	CXCR6 inh	ATG4B inh	UBC13 inh	APJ agonist	Gli-Sufu block	APJ antag
COc1cccc(/C=N/NC(=O)C(=O)N2CCCC2)c1O	-11	5	3	-12	2	0	-19	11
CCOc1ccc2[nH]c(C)c(CN3CCCCCC3)c(=O)c2c1	11	-3	1	-4	2	-2	29	12
O=C(CCC(=O)Nc1cccc2ccccc12)N/N=C/c1ccco1	8	-8	-5	5	5	-1	4	6
Cn1c(Cn2c(=O)sc3ccccc32)nnc1SCC(=O)NCc1ccccc1	-4	-1	-6	-4	6	-4	-4	11
COc1ccc(/C=C2\SC(=O)N(CC(=O)NC3C=CS(=O)(=O)C3)C2=O)cc1 (stereo unspecified)	-12	3	-3	11	-3	3	9	5
CS/C(=C(/C#N)S(=O)(=O)c1ccc(Cl)cc1)N1CCOCC1	0	7	-15	-16	3	1	0	-11
O=C(CSc1ncnc2c1nnn2Cc1ccc(F)cc1)NCC1CCCO1 (stereo unspecified)	-6	-28	8	-5	-2	0	13	-7
CCCOc1ccc(NC(=O)C(=O)NCCCn2ccnc2)cc1	10	-3	8	20	14	-2	4	15
CCOC(=O)C1=C(Nc2cccc(Cl)c2)OCC1=O	-6	-1	-1	-2	2	-2	-3	11
Cc1ccc(C(=O)Nn2c(N)c(S(=O)(=O)c3ccc(C)cc3)c3nc4ccccc4nc32)cc1	-2	10	0	-6	-9	0	-1	-11

(cont.)
Molecule	CCR6 antagonist	EBI2 antag	CXCR6 inh	ATG4B inh	UBC13 inh	APJ agonist	Gli-Sufu block	APJ antag
COc1ccc(/C=C/C(=O)NC(=S)NNC(=O)c2cccnc2)cc1OC	37	10	6	-8	32	-2	7	12
CCC1(CC)Cc2ccccc2C(C2=C(O)CC(C)(C)CC2=O)=N1	8	0	-3	38	0	5	1	11
CCc1ccc(OC(=O)c2ccn(CC)n2)cc1	0	-2	-2	5	2	-2	-1	4
Cn1c(SCC(=O)NCC2CCCO2)ncc(C(=O)Nc2ccc(F)cc2)c1=O (stereo unspecified)	15	9	18	-1	59*	1	3	23
COc1cc(NC(=O)c2cccc3c2C(=O)N(C2CCCCC2)C3)cc(OC)c1OC	17	-30	9	11	11	0	37	17
CCc1ccc(-c2csc(-c3c[nH]c4ccccc34)n2)cc1	-15	6	1	20	18	4	-81	-18
Cc1ccc([C@@H]2[C@@H]3C(=O)N(C)C(=O)[C@@H]3[C@]3(Cc4ccccc4)C(=O)N(Cc4ccccn4)CC(=O)N23)o1	6	0	-6	-3	1	-1	5	-1
CN1/C(=C\C(=O)COC(=O)CN2C(=O)C3CC=CCC3C2=O)C(C)(C)c2ccccc21 (stereo unspecified)	7	-3	-12	2	-4	-3	9	-13
O=C(c1ccccc1)c1ccc(NCCCn2ccnc2)c([N+](=O)[O-])c1	11	1	3	1	-20	-5	36	5
Cc1ccccc1CC(=O)Nc1cc(C(C)(C)C)on1	-10	-8	9	5	4	-2	-10	3

(continued)
Molecule	CCR6 antagonist	EBI2 antag	CXCR6 inh	ATG4B inh	UBC13 inh	APJ agonist	Gli-Sufu block	APJ antag
C=CCNC(=O)NC(=O)CSc1nc2cc([N+](=O)[O-])ccc2n1-c1cccc(C(F)(F)F)c1	14	24	1	-11	0	0	4	16
CC(=O)N1c2ccc(S(=O)(=O)N3CCC(C(=O)Nc4cc(C)ccn4)CC3)cc2CC1C (stereo unspecified)	-3	6	-1	1	-4	3	12	-7
O=C(OCC(=O)N1CCN(C(=O)c2ccco2)CC1)c1ccc(Cl)cc1	-4	5	2	-6	3	-1	1	9
COc1ccc(NC(=O)Nc2ccccc2SC)cc1	12	1	1	-6	3	-3	-42	12
Cn1nc(C(F)(F)F)c(C(=O)Nc2ccc(F)cc2F)c1Sc1ccc(Cl)cc1	14	5	8	6	-3	-1	-3	-9
CC(C(=O)N1CCc2ccccc21)N1CCN(Cc2ccc(Cl)cc2)CC1 (stereo unspecified)	-6	15	-10	-7	-9	-1	-22	-11
N=c1c(S(=O)(=O)c2ccc(Br)cc2)cc2c(=O)n3ccccc3nc2n1C1CCCCC1	10	6	-1	-6	-3	-3	18	9

Source: PubChem
